LRH-1 inv ag = LRH-1 (NR5A2) inverse agonists, primary screen, cell-based, luminescence, HEK293T, StAR-luciferase reporter; LRH-1 transfected, 24 h; inhibition, % at 3.6 µM; 0.13% of 360,000 active;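 active = inhibition above the mean inhibition of all tested compounds plus 3 SD, cut at about 73% in these data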;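 also: 0% = DMSO wells and 100% = reporter-only cells lacking LRH-1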
SRC1 inh = SRC1 coactivator transcriptional activity inhibitors, primary screen, cell-based, luminescence; Nuclear receptor coactivator 1 (Homo sapiens), Q15788; inhibition, % at 3.6 µM; HEK293 GAL4-SRC1 luciferase reporter; 0.12% of 360,000 active;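 active = inhibition above the campaign mean plus 3 SD, with each screening campaign given its own cutoff, cut at about 60% in these data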;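 also: 0% = DMSO treated cells and 100% = gossypol at 36 µM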
LMP1 NFkB inh = EBV LMP1-driven NF-kappaB luciferase reporter inhibitors, primary screen, cell-based, luminescence, single point | LMP1-induced NF-kappaB luciferase reporter cells | inhibition, % at 12.5 µM | 0.69% of 350,000 active | AID 504558, 2011; in the data active = inhibition above about 41%;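 also: 0% = neutral control wells and 100% = reference inhibitor control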
TWEAK-Fn14 inh = inhibitors of TWEAK-Fn14 signaling, primary screen, luciferase reporter cells, uHTS | TWEAK-stimulated Fn14 reporter cells, luciferase luminescence, 8 h | inhibition, % at 10 µM | 2% of 360,000 active; in the data active = inhibition above about 50%
Shn3 inh set2 = reduction of Shn3 3'UTR firefly luciferase signal, primary screen, Schnurri-3 inhibitor project, cell-based, Clone20 osteoblasts, set 2. Clone20 osteoblast Shn3 3'UTR firefly luciferase, 24 h. inhibition, % at 12.5 µM. AID 588674, 2011. 0.52% of 360,000 active;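 active = mean inhibition of at least 75% with every replicate also reaching 75%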;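 also: 0% = median of neutral control wells and 100% = pilot-screen positive control compound; some compounds past the cut are filed as inactive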
CF NFkB inh = inhibitors of PAF-induced NF-kB signaling, primary screen, cell-based, GFP fluorescence, uHTS; 0.86% of 360,000 active; KKLEB NF-kB-GFP reporter, GFP fluorescence overnight; inhibition, % at 5 µM;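 active = at least 50% inhibition at 5 µM, scaled per plate between neutral and stimulator controls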;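 also: PAF is a Pseudomonas aeruginosa culture filtrate used as stimulus; plate controls were PAF-stimulated DMSO wells for no effect and unstimulated DMSO wells for full effect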
TROY signal inh = inhibitors of TROY-driven NF-kB signaling, primary screen, Q293 LMP1-TROYcd cells, NF-kB luciferase, uHTS. inhibition, % at 10 µM. 0.98% of 360,000 active. Q293 LMP1-TROYcd NF-kB luciferase reporter, 4 h;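 active = compounds whose plate-normalised and pattern-corrected inhibition of the luciferase reporter signal at the single screening dose is 50% or more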
SRC3 inh = SRC3 coactivator transcriptional activity inhibitors, primary screen, cell-based, luminescence. Nuclear receptor coactivator 3 (Homo sapiens), Q9Y6Q9. inhibition, % at 3.6 µM. HEK293 GAL4-SRC3 luciferase reporter. 0.17% of 360,000 active;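 active = inhibition above a per-campaign cutoff, the mean of all compounds plus 3 SD, cut at about 60% in these data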;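 also: 0% = DMSO-treated cells and 100% = gossypol-treated cells at 36 µM; higher means less SRC3-driven luciferase light from the GAL4 reporter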
Target sequence (Q9Y6Q9 whole entry, looked up, the tested form may be a part): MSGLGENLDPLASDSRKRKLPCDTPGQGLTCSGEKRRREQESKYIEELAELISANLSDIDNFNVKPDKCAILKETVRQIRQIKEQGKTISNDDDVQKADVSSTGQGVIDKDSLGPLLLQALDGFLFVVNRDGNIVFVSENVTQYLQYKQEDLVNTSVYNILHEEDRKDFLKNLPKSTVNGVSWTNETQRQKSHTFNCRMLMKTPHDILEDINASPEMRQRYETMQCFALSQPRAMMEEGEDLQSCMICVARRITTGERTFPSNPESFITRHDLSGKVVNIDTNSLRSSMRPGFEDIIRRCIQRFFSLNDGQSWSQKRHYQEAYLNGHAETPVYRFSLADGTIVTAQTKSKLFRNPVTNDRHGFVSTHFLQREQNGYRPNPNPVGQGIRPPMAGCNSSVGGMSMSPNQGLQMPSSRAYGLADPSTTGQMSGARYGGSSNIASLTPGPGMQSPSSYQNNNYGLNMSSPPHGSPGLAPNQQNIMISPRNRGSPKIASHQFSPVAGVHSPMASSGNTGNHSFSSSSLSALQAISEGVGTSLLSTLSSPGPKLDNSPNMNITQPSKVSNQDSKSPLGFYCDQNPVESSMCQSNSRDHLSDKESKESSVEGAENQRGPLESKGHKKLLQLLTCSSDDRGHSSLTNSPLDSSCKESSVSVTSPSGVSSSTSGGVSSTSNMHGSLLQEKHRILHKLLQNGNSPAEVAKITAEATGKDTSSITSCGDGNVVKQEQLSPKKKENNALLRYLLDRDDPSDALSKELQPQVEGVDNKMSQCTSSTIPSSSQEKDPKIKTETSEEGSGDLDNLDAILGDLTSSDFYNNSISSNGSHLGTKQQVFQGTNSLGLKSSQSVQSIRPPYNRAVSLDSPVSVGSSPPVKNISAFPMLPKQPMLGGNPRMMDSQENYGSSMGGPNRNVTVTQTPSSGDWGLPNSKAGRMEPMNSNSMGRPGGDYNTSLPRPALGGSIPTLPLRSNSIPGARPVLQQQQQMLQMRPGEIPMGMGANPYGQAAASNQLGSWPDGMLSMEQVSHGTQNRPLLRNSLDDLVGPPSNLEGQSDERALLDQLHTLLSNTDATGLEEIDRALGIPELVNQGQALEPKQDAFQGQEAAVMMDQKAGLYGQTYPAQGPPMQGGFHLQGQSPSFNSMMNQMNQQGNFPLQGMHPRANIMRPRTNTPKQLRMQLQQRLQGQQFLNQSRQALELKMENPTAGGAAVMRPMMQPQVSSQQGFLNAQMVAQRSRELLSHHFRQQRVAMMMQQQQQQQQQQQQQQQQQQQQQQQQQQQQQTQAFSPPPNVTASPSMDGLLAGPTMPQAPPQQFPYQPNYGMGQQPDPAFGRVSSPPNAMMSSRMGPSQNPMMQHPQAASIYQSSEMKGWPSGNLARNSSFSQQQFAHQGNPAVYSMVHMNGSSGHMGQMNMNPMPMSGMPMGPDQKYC
C8 TRAIL sens = viability loss with TRAIL in NB7+C8 cells, primary screen, TRAIL sensitizer project, cell-based, ATPlite luminescence; inhibition (viability loss, TRAIL sensitization), % at 10 µM; 1% of 360,000 active; AID 624354, 2012;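 active = compounds causing at least 50% loss of cell viability in the single-dose screen, relative to plate controls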
KKLEB cytotox = cytotoxicity in KKLEB CF airway cells, primary screen, cytotoxicity control for CF NF-kB inhibitor project, cell-based, uHTS, fluorescence assay plates; KKLEB CF airway cells viability, ATPlite luminescence, overnight; stronger effect = lower value; cells stimulated with P. aeruginosa culture filtrate; activity change (cytotoxicity), % at 5 µM; 0.36% of 360,000 active;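 active = corrected activity change at or below -50% at 5 µM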
NR2F2 inh = NR2F2 transcriptional activity inhibitors, primary screen, cell-based, luciferase reporter, HEK293T, luminescence; COUP transcription factor 2 (Homo sapiens), P24468; HEK293T NGFI-A luciferase reporter; inhibition, % at 8.6 µM; 0.7% of 370,000 active;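 active = inhibition above a per-plate cutoff, mean inhibition of test wells between control levels plus 3 SD, cut at about 38% in these data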;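 also: cells cotransfected with COUP-TFII expression vector driving the NGFI-A reporter; 0% = median of COUP-TF2 test wells and 100% = reporter-only cells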
Active calls of the source: *. The list is partial; the hit share may differ from the screen's.

Each structure is followed by: LRH-1 inv ag, SRC1 inh, LMP1 NFkB inh, TWEAK-Fn14 inh, Shn3 inh set2, CF NFkB inh, TROY signal inh, SRC3 inh, C8 TRAIL sens, KKLEB cytotox, NR2F2 inh
CCOC(=O)C(NCc1ccc(F)cc1)(NC(=O)c1ccccc1)C(F)(F)F (stereo not drawn)
 : -15, 8, -4, -3, -12, 2, 19, -12, 18, -3, 18
N#CC1(c2ccccc2)CCC(NCCc2ccccc2)CC1 (stereo not drawn)
 : 2, 8, -6, 20, 3, -2, -7, -12, -1, -7, 10
COC(c1ccccc1)c1nnc(CCC(=O)N(C)CCOc2ccccc2)o1 (stereo not drawn)
 : -35, -52, -40, -13, -26, 1, -24, -24, -2, 8, -41
Cc1nnc(NC(=O)CSc2nnc(Cc3ccccc3)n2Cc2ccccc2)s1
 : 10, 12, -4, 11, -5, 12, 19, 15, -11, -8, -21
O=C(NCc1ccccn1)c1n[nH]c(=O)c2ccccc12
 : 3, -20, -14, -18, -6, 8, -7, -6, -2, 0, -7
O=c1[nH]c(C2CCN(S(=O)(=O)c3ccc(C(F)(F)F)cc3)CC2)nc2c1nnn2Cc1ccc(F)cc1
 : 15, -21, -29, 20, 6, -10, -1, 11, 16, -1, -6
COCCCNC(=O)/C=C/c1ccc(Cl)cc1Cl
 : -48, -22, -6, -3, -21, -1, -28, -25, -5, 0, -24
COc1ccccc1/C=N/OCC(=O)NCc1ccc2c(c1)OCO2
 : 10, 0, 1, 14, 6, -20, -6, 14, 14, -1, -4
O=C(N/N=C/c1ccc2c(c1)OCO2)c1sc2cc(Cl)ccc2c1Cl
 : 7, 21, -6, -13, 2, 7, -12, 8, -9, -7, 9
O=C(Nc1ccc(-c2csc(Nc3ccccc3)n2)cc1)c1ccccc1
 : -3, -9, -5, 15, 12, -44, -20, -48, 12, -9, 8
Cn1c(=O)c2c(ncn2CC(O)CNc2ccc(Cl)cc2)n(C)c1=O (stereo not drawn)
 : 11, 2, -1, 10, 15, -14, -9, 7, -4, 1, -1
Nc1[nH]ncc1N=Nc1ccc(Cl)cc1
 : -71, -47, -24, 15, -61, 13, -41, -47, -7, 1, -19
Cc1ccc(N2C=Nc3ccc(C)c4nc(C)cc2c34)cc1
 : -40, -3, 7, -2, 7, 0, 25, 14, -12, -13, 13
O=C(c1cc2cc(F)ccc2[nH]1)N1CCc2ccccc2C1
 : -36, -26, -5, -33, -35, -35, -55, -33, 7, 2, -42
Nc1nc2nc(-c3cccs3)cc(C(F)(F)F)n2n1
 : 0, -6, 4, 0, 23, -4, 10, 16, -6, -9, -13
Cc1ccn2c(=O)nc(SCC(=O)NCc3ccccc3Cl)nc2c1
 : 6, -7, 8, -4, 6, 20, -10, 4, -11, -12, -2
Cc1c([N+](=O)[O-])cc(C(=O)Nc2ccc(NC(=O)c3ccco3)cc2)cc1[N+](=O)[O-]
 : -3, -15, -9, -41, -3, -21, -10, 13, 1, -6, -5
COc1cc(NC(=O)Nn2cnnc2)cc(OC)c1OC
 : 3, 0, -8, 11, -7, 7, -6, -4, 13, -3, -8
c1ccc(Cc2nnc(Sc3ccccc3)c3ccccc23)cc1
 : 15, 2, -5, -18, -7, 28, -3, -11, -2, -31, -20
O=c1cc(CNCCCO)c2ccccc2[nH]1
 : 5, 0, 3, -2, -7, -5, 24, -1, -8, 1, -17

An excerpt from above, showing only NR2F2 inh, LMP1 NFkB inh and KKLEB cytotox:
| SMILES | NR2F2 inh | LMP1 NFkB inh | KKLEB cytotox |
| --- | --- | --- | --- |
| N#CC1(c2ccccc2)CCC(NCCc2ccccc2)CC1 (stereo not drawn) | 10 | -6 | -7 |
| Cc1ccn2c(=O)nc(SCC(=O)NCc3ccccc3Cl)nc2c1 | -2 | 8 | -12 |

Further results.
Each structure is followed by: LRH-1 inv ag, SRC1 inh, LMP1 NFkB inh, TWEAK-Fn14 inh, Shn3 inh set2, CF NFkB inh, TROY signal inh, SRC3 inh, C8 TRAIL sens, KKLEB cytotox, NR2F2 inh
CCOC(=O)[C@H]1[C@H]2COc3cc(OC)ccc3[C@@H]2N2C(=O)CN(CCc3c[nH]c4ccccc34)C(=O)[C@@]12C
 : -4, -16, -5, 2, 6, -24, 0, -23, -2, -15, 7
O=C1CN(C(=O)COC(=O)CCc2ccccc2)c2ccccc2N1
 : 7, 6, 7, 1, -7, 10, 8, -15, 5, 2, 3
COc1ccc(N2C(=O)c3ccccc3C2=O)cc1
 : -7, 15, 2, -13, 6, -32, -84, 9, 11, -8, -7
COc1cc(-c2cc(C(=O)Nc3ccc(S(=O)(=O)NCc4ccco4)cc3)c3ccccc3n2)cc(OC)c1OC
 : 31, 15, -53, 14, -1, 64*, 8, 27, 21, 8, 11
Cc1cc(C(=O)NCCc2ccc(S(N)(=O)=O)cc2)c(C)o1
 : -2, -3, 1, 9, 2, 2, -5, 6, 2, -7, 24
O=C(O)[C@H](Cc1ccccc1)N1Cc2ccccc2C1=O
 : -1, 0, -1, 3, -17, -3, 7, -24, -23, -6, 5
CC1(C)C(CSc2nc3ccccc3[nH]2)C1(Cl)Cl (stereo not drawn)
 : -29, -21, -1, -31, -6, 15, -7, -18, 0, 6, -27
CC(C)NS(=O)(=O)c1ccc(NC(=O)c2cccnc2)cc1
 : 6, 7, 6, -3, 10, 19, -2, 9, 8, -13, 12
CC(=O)N1c2ccc(S(=O)(=O)N3CCC(C(=O)Nc4cccc(C)c4C)CC3)cc2CC1C (stereo not drawn)
 : 20, 12, -4, -6, 53, -3, 6, -11, -15, -8, 9
C/C(=C\C(=O)c1ncc(C(F)(F)F)cc1Cl)N(C)C
 : 3, -27, 5, -5, 22, 1, 7, 16, -17, -1, -20
CCOc1cc2c(cc1OCC)C(c1ccc(OC)cc1)N(c1ccccc1)C(=O)C2 (stereo not drawn)
 : 76*, -28, -6, -8, -4, 0, -8, -33, -12, -5, 3
Cn1cccc1C1NC(=O)c2c(sc3c2CCC(C(C)(C)C)C3)N1 (stereo not drawn)
 : -21, -4, -5, 6, 9, 17, -13, -6, 5, -3, 16
O=C(Nc1cccc(F)c1)N1CCN(C/C=C/c2ccccc2)CC1
 : 4, -6, 5, 17, 9, -13, 0, 2, -5, 0, 0
Cc1oc(-c2cc(F)ccc2F)nc1CN(C)Cc1ccc2nccnc2c1
 : -1, 0, 6, 6, -3, 7, -2, 12, -3, -3, 3
Nc1nc(Cl)cc(Oc2ccccc2F)n1
 : 8, 2, -1, -7, 5, 3, 13, -1, 1, 2, -8
CCOc1ccc(N2C(=O)c3ccccc3NC2(C)CC)cc1 (stereo not drawn)
 : -102, -83, -36, -21, -176, -14, -53, -49, 19, 14, -42
C#CCN1C=CC(=O)[C@@H](OC(=O)NCCC)[C@H]1c1ccccc1Br
 : 8, 4, 4, 15, 2, 2, 9, 1, -3, 9, 8
O=C(CCc1nc2ccccc2c(=O)[nH]1)N1CCN(S(=O)(=O)c2cccc(F)c2)CC1
 : -6, -7, -7, -3, -5, 7, 15, 6, -8, -11, 5
CCc1ccc(NC(=O)[C@H](C)NC(=O)C2CCN(C(=O)[C@@H](N)CC(C)C)CC2)cc1
 : -7, -5, 7, -6, 3, 5, 17, -16, 4, -14, -9
Cc1onc(-c2ccccc2)c1C(=O)N=C(N)c1ccc(C(F)(F)F)cc1
 : -7, 10, -8, 4, 6, 6, 3, 0, 1, -4, 0

The results go on.
Each structure is followed by: LRH-1 inv ag, SRC1 inh, LMP1 NFkB inh, TWEAK-Fn14 inh, Shn3 inh set2, CF NFkB inh, TROY signal inh, SRC3 inh, C8 TRAIL sens, KKLEB cytotox, NR2F2 inh
CC(C)N=C1NN=C(c2cccs2)CS1
 : -71, -99, -6, -10, -64, 7, -20, -48, 2, 11, 10
Cn1c(SCC(=O)Nc2sc3c(c2C#N)CCC3)nnc1C1COc2ccccc2O1 (stereo not drawn)
 : -11, -3, 18, 11, 0, -25, 10, 4, -1, 6, 2
Cc1ccc(NC(=O)CSCC(=O)N(CCC(C)C)c2c(N)n(Cc3ccccc3)c(=O)[nH]c2=O)cc1
 : 17, -10, -4, 0, -5, 9, 26, 25, 7, -5, 7
CC(CCCC(C)(C)O)CC1C2=C(CCCC2=O)OC2=C1C(=O)CCC2 (stereo not drawn)
 : 4, 1, -1, -34, 7, -10, -13, -3, 3, 17, 4
CC(=O)N1Cc2ccccc2C(C)CC12CCCCC2 (stereo not drawn)
 : -3, 13, -1, 3, -11, 0, -10, 23, 3, -12, 5
COc1ccc(C(CNC(=O)c2ccc(-c3cccc(C(F)(F)F)c3)o2)N2CCOCC2)cc1 (stereo not drawn)
 : -9, -6, 29, -27, 33, 7, 21, -18, 15, -5, 5
CN(CCCCCC(=O)/C=N/O)Cc1ccccc1
 : 13, -8, -6, 31, -18, 7, 1, 12, 0, -3, -11
CCCN1CCN(C(=O)C2CCN(S(=O)(=O)c3ccc4c(c3)oc(=O)n4C)CC2)CC1
 : 8, -8, -5, 1, -4, -2, 14, -2, -11, -7, 3
COc1ccc2c(c1)c(=O)oc1c(C)c(OCC(=O)N3CCc4ccccc4C3)ccc12
 : 2, -1, 7, 0, 10, 8, 31, -5, 10, -12, 5
Cc1c(NC(=O)c2ccco2)cccc1-c1nc2cccnc2s1
 : 9, -2, 1, 20, 5, 18, -1, -13, -16, 6, -19
COc1cc(C(=O)N2CCN(C(=O)c3ccco3)CC2)cc(OC)c1OC
 : -5, -3, -1, 2, -19, 6, -3, 15, 21, -1, -8
Cc1ccc(N(CC(=O)NC2CCCCC2)S(=O)(=O)c2c(C)noc2C)cc1
 : -12, 18, -7, 13, -25, 0, -18, 0, -4, 6, 1
CC(=O)Nc1nc(C)c(Oc2ccccc2)c(=O)[nH]1
 : -13, -3, 0, 7, -17, 11, 8, 5, 26, 1, 8

Source: PubChem BioAssay (several laboratories)
